NPSR antagonist: qHTS Assay for Antagonists of the Neuropeptide S Receptor: cAMP Signal Transduction; Q6W5P4; CHO-NPSR cells, cAMP TR-FRET, antagonist mode; Potency, µM (series often up to 38.3 µM), inactives show at the top dose activity change, negative = inhibition, hits mostly inhibitors; 1% of 220,000 active; note: % is set by controls: 0 for no effect and ±100 for the full control effect; nearly all actives have a fitted effect of over 50% in size; many of its hits are not listed in these tables
SMN2 splice enh: qHTS Assay for Enhancers of SMN2 Splice Variant Expression | HEK293 SMN2-luciferase splicing reporter, luminescence, 30-36 h | Potency, µM (doses to about 46.1 µM), for inactives: at the top dose activity change, positive = activation, most hits filed as activators | 2.8% of 210,000 active | AID 1458, 2008; note: % of control where 0% means no effect; nearly all actives have a fitted effect of over 55% in size
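HEK293 cells carry an SMN2 […]–luciferase reporter in which exon 7 inclusion puts luciferase in frame. Cells were plated 10-12 h before compound addition, then incubated 30-36 h at 37C. ONE-Glo luminescence was read; sodium butyrate at 4.5 mM final served as control.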
KDM4E inh: qHTS Assay for Inhibitors of Human Jumonji Domain Containing 2E (JMJD2E); JMJD2E catalytic domain, FDH-coupled NADH fluorescence (FDH is formaldehyde dehydrogenase); 1.6% of 230,000 active; AID 2147, 2009; Potency, µM (top dose mostly 57.1 µM), inactives show at the highest dose activity change, negative = inhibition, actives largely listed as inhibitors; active = well fitted inhibition curve with a large enough effect, not every such curve was filed as active; inconclusive = small, poorly fitted or top-dose-only effect, or another doubt; inactive = no such curve, though single readings can be large or run the other way;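 note: 0% = wells with enzyme and -100% = buffer wells without enzyme; nearly all actives have a fitted effect of over 50% in size; many of its hits are not listed in these tables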
Target sequence (B2RXH2 1-337 limits assumed): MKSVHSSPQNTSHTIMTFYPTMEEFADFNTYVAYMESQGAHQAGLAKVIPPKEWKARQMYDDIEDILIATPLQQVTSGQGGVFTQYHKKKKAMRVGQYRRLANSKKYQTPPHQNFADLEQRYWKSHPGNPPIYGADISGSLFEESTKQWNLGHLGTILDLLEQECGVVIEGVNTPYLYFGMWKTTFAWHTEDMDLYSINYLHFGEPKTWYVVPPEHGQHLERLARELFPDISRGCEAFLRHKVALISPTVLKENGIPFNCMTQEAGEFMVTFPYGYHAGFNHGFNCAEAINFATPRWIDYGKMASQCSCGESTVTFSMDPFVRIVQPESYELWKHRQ
RECQ1 helicase: qHTS Assay for Inhibitors of RecQ-Like Dna Helicase 1 (RECQ1); RECQ1 DNA unwinding, red fluorescence kinetic read; 0.54% of 240,000 active; ATP-dependent DNA helicase Q1 (Homo sapiens), P46063; Potency, µM (highest dose often 57.3 µM), for inactives: top-dose activity, negative = inhibition, usual class: inhibitors;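 note: plate controls were vehicle for no effect and no enzyme for full effect; nearly all actives have a fitted effect of over 30% in size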
Target sequence (P46063 whole entry, looked up): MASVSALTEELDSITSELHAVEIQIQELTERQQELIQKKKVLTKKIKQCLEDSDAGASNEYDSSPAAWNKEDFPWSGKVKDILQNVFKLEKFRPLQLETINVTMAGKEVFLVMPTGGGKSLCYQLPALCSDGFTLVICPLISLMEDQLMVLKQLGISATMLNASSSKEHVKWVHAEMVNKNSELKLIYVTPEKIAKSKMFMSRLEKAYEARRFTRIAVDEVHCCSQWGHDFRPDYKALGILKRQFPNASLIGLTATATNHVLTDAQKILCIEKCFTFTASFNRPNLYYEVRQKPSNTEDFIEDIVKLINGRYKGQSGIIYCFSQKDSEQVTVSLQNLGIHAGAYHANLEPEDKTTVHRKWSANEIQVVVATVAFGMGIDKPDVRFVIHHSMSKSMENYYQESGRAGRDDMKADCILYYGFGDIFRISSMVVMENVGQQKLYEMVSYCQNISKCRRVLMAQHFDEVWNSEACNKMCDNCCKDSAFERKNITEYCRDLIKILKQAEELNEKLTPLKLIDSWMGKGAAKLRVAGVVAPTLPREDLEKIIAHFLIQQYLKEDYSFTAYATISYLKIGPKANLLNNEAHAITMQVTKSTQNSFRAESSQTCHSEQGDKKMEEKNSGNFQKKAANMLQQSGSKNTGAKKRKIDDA
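RECQ1T1 50 nM; forked duplex (20 bp + 30-nt ss tails) 200 nM, ATP 2 mM final; pH 8.0, 2 mM MgCl2, 2.5 ug/ml poly(dI-dC); 15 min compound preincubation; discontinuous kinetic read over 2 h at RT.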
GoLoco inh red: qHTS Assay for Inhibitors of RGS12 GoLoco Motif Activity (Red Fluorophore) | Gai1:RGS12 GoLoco peptide FP, rhodamine, 10 min | Guanine nucleotide-binding protein G(i) subunit alpha-1 (Homo sapiens), P63096 | 0.44% of 230,000 active | Potency, µM (titrated, usually from 61.6 µM), for inactives: top-dose activity, negative = inhibition, actives largely listed as inhibitors; active = well fitted inhibition curve with a large enough effect, not every such curve was filed as active; inactive = no such curve, though single readings can be large or run the other way; note: % is set by controls: 0 for no effect and ±100 for the full control effect; nearly all actives have a fitted effect of over 30% in size; many of its hits are not listed in these tables
KinaseGlo FLuc: Counterscreen for Luciferase (Kinase-Glo TM) Inhibition; Luciferin 4-monooxygenase (Photuris pensylvanica), Q27757; Kinase-Glo luciferase, ATP luminescence, 8 min; Potency, µM (series often up to 38.3 µM), for inactives: top-dose activity change, negative = inhibition, hits mostly inhibitors; 0.28% of 200,000 active; AID 1379, 2008; note: % is set by controls: 0 for no effect and ±100 for the full control effect; nearly all actives have a fitted effect of over 60% in size
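Compound is pinned into ATP-containing buffer (10 uM ATP, imidazole pH 7.2, 7 mM MgCl2). Kinase-Glo luciferase reagent is then added. Light output is recorded following an 8-min room-temperature incubation.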
IMPase Li cell: qHTS Assay for Identifying the Cell-Membrane Permeable IMPase Inhibitors: Potentiation with Lithium; 0.35% of 210,000 active; Potency, µM (series often up to 59.4 µM), for inactives: at the top dose activity, negative = IMPase inhibition, hits mostly inhibitors; CHO-M1 cells, IP1 TR-FRET (IP-One), carbachol + lithium;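 note: IP1 builds up when IMPase is blocked and the TR-FRET signal falls; plate controls were basal vehicle for no effect and high inhibitor control for full effect; nearly all actives have a fitted effect of over 50% in size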
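CHO cells stably expressing M1 receptor (2000/well, cultured 16–30 h) treated 30 min at 37C with compound plus low lithium. Cytosolic IP1 by TR-FRET (665/620 ratio and 620 channel) after 10 min lysis; AC50 by Hill fit.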
Epigenetic reg: Quantitative High-Throughput Screen for Regulators of Epigenetic Control | murine LDR cells, GFP reporter derepression, 30 h | Potency, µM (top dose mostly 53.9 µM), for inactives: at the highest dose GFP activation, most hits filed as activators | 0.2% of 280,000 active; note: % of control where 0% means no effect; nearly all actives have a fitted effect of over 60% in size
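GFP-positive cell count by laser-scanning cytometry (objects 20–120 um) after 30 h, 37 C compound exposure of murine LDR cells; reporter is CMV-GFP integrated at a silenced locus, inducible by HDAC or DNMT inhibitors.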
Active calls of the source: *; i = inactive; ? = inconclusive; · = not tested or not shown; [ ] = another dose, or the depositor's remark. Unless noted, calls come from the whole dose curve; as a rule, active = well fitted curve in the direction sought with a large enough effect; inconclusive = small, poorly fitted or top-dose-only effect, or another doubt; inactive = no such curve, though single readings can be large; an effect the other way counts as inactive or inconclusive. Potency is the fitted concentration of half-maximal effect.

Order of results – NPSR antagonist, SMN2 splice enh, KDM4E inh, RECQ1 helicase, GoLoco inh red, KinaseGlo FLuc, IMPase Li cell, Epigenetic reg
- COC(F)(C(=O)Nc1ccc2c(c1)C(=O)NC2=O)C(F)(F)F (stereo unspecified)
  1%[46.1 µM], ?, ?, -7%, 2%, -1%, -2%[38.3 µM], -1.0%
- O=C(NS(=O)(=O)Oc1ccc(F)c(Cl)c1)OC[C@@H]1CCCN2CCCCC12 (stereo partly specified)
  25%, -32%[inhibitor], -3%, i, -5%, -2%, 5%, 1.0%
- CC(C)CCNC(=O)CN(C(=O)CCC(=O)Nc1ccccn1)c1ccc2c(c1)OCCO2
  -6%[46.1 µM], -15%, 7%, i, -7%, 1%, -2%, -2.0%
- C/C(=N\NC(=O)c1ccc(Cl)cc1)c1cccs1
  -8%, 3.5µM*, -5%, -5%, 0%, -17%, -1%, -0.2%
- CC1=Nc2ccc(Br)cc2C(c2ccccc2)N1CC(=O)NN (stereo unspecified)
  3%, -7%, 16%, -3%, 4%, 0%, 2%, -0.7%
- Cc1cccc(N(CC(=O)N2CCN(c3ccccc3F)CC2)S(C)(=O)=O)c1
  9%, ·, -2%, 0%, -16%, -1%, 9%, 1.0%
- CC(=O)c1ccc(NC(=O)c2ccccc2Sc2ncnc3sc(C)c(C)c23)cc1
  -3%, 1%, -24%, i, -11%, 2%, 12%, 2.3%
- O=C(C1=C[C@H](c2ccccc2)C[C@H](OCc2ccc(CO)cc2)O1)N1CCN(Cc2ccccc2)CC1
  ?, ·, 20µM*, -11%, -1%, ·, 10%, -1.8%
- Cc1nnc(S(=O)(=O)c2ccc(N=Nc3c(N)nc(N)nc3N)cc2)s1
  ·, 16%[9.22 µM], ·, ·, 11%[14.2 µM], 0%[7.66 µM], -3%, ·
- COc1ccccc1Nc1nc(C)cc(=O)[nH]1
  1%[46.1 µM], 29%, -4%, 0%, 2%, 7%, 14%[38.3 µM], -1.0%
- COc1ccc(C(=O)NC(=S)Nc2cccnc2)cc1[N+](=O)[O-]
  -11%, -9%, -3%, -12%, -12%, 1%, 4%, 0.9%
- O=C(c1ccc(Cl)c([N+](=O)[O-])c1)N(Cc1cccc(Cl)c1)C1CCS(=O)(=O)C1 (stereo unspecified)
  -2%, 9%, -5%, -6%, 6%, 0%, 4%, 0.0%
- CCN(CC)CCn1c(NCc2ccccn2)nc2ccccc21
  -6%[46.1 µM], 0%, -4%, i, 11%, -4%, 21%[38.3 µM], 4.9%
- CC(=O)Nc1ccc(N2C(=O)CSC2c2c(F)cccc2Cl)cc1 (stereo unspecified)
  2%[46.1 µM], 1%, -3%, -6%, 10%, -3%, -17%[38.3 µM], 0.1%
- COc1cc(NC(=O)Nc2ccccc2)c(OC)cc1NC(=O)CN1CCCCC1
  ?, 6%, 1%, i, 13%, -3%, 20%[38.3 µM], 0.0%
- COc1ncc2nc(C)c(=O)n(CCC#N)c2n1
  ·, -2%, ·, 1%, -1%, 0%, 1%, ·
- NC(N)=NCCC[C@H](NC(=O)[C@@H](N)Cc1ccc(O)cc1)C(=O)O
  ·, 3%, ·, 5%, 0%, ·, 14%, 0.0%
- O=C1NCC(CN(c2ccccc2)c2ccccc2)O1 (stereo unspecified)
  -1%[46.1 µM], -15%, -12%, -1%, -6%, -6%, -2%[38.3 µM], 1.3%
- CC(C)c1ccc2nc(N)sc2c1
  6%, 13µM*, 5%, -1%, -1%, -1%, -5%, -5.2%
- Cc1ccc(-c2nnc(N3CCN(C(=O)Cn4c(=O)n(C)c5ccccc54)CC3)c3ccccc23)cc1
  -8%[46.1 µM], -29%, -4%, -10%, -7%, -1%, 29%[38.3 µM], -1.4%
- CC(=O)N1CCCc2cc(S(=O)(=O)N3CCN(c4ccccn4)CC3)ccc21
  -21%[46.1 µM], -27%, 9%, -6%, -5%, 3%, 45%[38.3 µM], 0.9%
- Cc1sc(CO)c(Sc2ccccc2)c1C(=O)O
  2%[46.1 µM], 10%, 3%, -8%, -3%, 4%, -9%[38.3 µM], 2.5%
- CCN=C1SC(C(=O)Nc2cccc(C(=O)O)c2)CC(=O)N1CC (stereo unspecified)
  -19%[46.1 µM], -1%, -6%, -3%, -8%, -6%, -22%[38.3 µM], 2.3%
- O=S1(=O)N=C(Nc2ccc(O)cc2)c2ccccc21
  -3%, 7%, 8%, i, 5%, 3%, 1%, -2.2%
- Cc1ccc(S(=O)(=O)N[C@H](C(=O)OCC(=O)N2N=C(c3ccc(Cl)cc3)CC2c2ccco2)C(C)C)cc1 (stereo partly specified)
  -25%, -1%, ?, -3%, -2%, 4%, 11%, 1.1%
- Cc1ccc(Oc2c(C=O)c3ccccc3n2C)cc1
  -30%[46.1 µM], -20%, -8%, i, 4%, 1%, -8%[38.3 µM], 0.1%
- N#Cc1cc(-c2ccccc2)nc(Oc2ccc(Cl)cc2)n1
  -30%, -55%[inhibitor], -9%, i, 8%, -1%, 6%, -1.9%
- COC(=O)c1cn(CCOc2ccccc2OC)c2ccccc12
  -4%[46.1 µM], -97%[inhibitor], 0%, i, -9%, -4%, 2%, -1.1%
- Cc1ccc(NC(=O)C2CCCN2C(=O)OC(C)(C)C)cc1C (stereo unspecified)
  27%, ·, 3%, 1%, 0%, ·, ·, 0.0%
- CNc1ccc([N+](=O)[O-])cc1
  ·, 3%, ·, 11µM*, -193%, ·, 7%, ·
- O=C(Nc1ccc2c(c1)CCC2)c1cccc(S(=O)(=O)N2CCN(c3ccc(F)cc3)CC2)c1
  -7%[46.1 µM], -37%[inhibitor], ?, -6%, -2%, -3%, 0%[38.3 µM], -1.2%
- Cc1cc(C)c(C#N)c(N2CCC(C(N)=O)CC2)n1
  8%, -3%, ?, 6%, -3%, 0%, -6%, 2.4%
- COc1ccc(N/N=C(/Oc2ccc([N+](=O)[O-])cc2)C(C)=O)cc1
  -1%[46.1 µM], -9%, 5%, 1%, 10%, -2%, 6%, -1.0%
- CCCNC(=O)Cc1ncn[nH]1
  -10%[46.1 µM], ·, 0%, -5%, ·, ·, ·, 0.0%
- COc1ccc(N2C(=O)CC(n3cnc4ccccc43)C2=O)cc1 (stereo unspecified)
  -6%[46.1 µM], -15%, 1%, -2%, -4%, 16%, 11%[38.3 µM], -1.0%
- Cc1ccc(Nc2ccccc2)nn1
  -8%, ·, 5%, i, 0%, ·, ·, 0.1%
- CC(O)[C@H]1CN=C(N)N1CCc1cc(C(F)(F)F)cc(C(F)(F)F)c1 (stereo partly specified)
  7%, ·, 6%, i, 2%, ·, ·, -3.2%
- CN(C)c1nnnn1-c1ccc(Cl)cc1
  8%, -2%, 5%, -12%, 9%, -2%, -1%, -3.5%
- COc1cc(C=C2C(=O)c3ccccc3C2=O)cc(OC)c1
  3%, ·, -14%, -2%, -3%, ·, ·, ?
- CCOc1ccc(C(C)=O)cc1CSc1nnc(-c2ccncc2)n1CCOC
  7%, -16%, -3%, -20%, 12%, 2%, 5%, -0.9%
- COc1ccc(-n2nc3c(c2NC(=O)Cc2cccc(C)c2)CS(=O)C3)cc1 (stereo unspecified)
  1%[46.1 µM], 1%, 2%, -6%, 0%, -3%, -5%[38.3 µM], -1.2%
- Cc1n[nH]c(C)c1N=Nc1ccc(Br)cc1
  -10%, ?, 8%, -10%, 4%, -1%, 5%, -0.1%
- Cc1ccccc1NC(=S)Nc1ccc(Br)cc1
  -8%, -1%, -4%, -12%, -4%, -3%, 4%, 0.0%
- CC(=O)C1=C(NC(=O)c2ccccc2F)C[C@@H]2[C@H]1C2(C)C
  -9%[46.1 µM], -23%, -1%, -10%, 2%, -3%, 42%[activator][38.3 µM], 0.0%
- Cn1c(=O)c2c(nc(Oc3ccccn3)n2C)n(C)c1=O
  -5%[46.1 µM], 7%, -6%, i, 3%, -1%, -20%[38.3 µM], 0.8%
- CCC(C)NC(=O)CCS(=O)(=O)c1ccc2c(c1)n(C)c(=O)c(=O)n2C (stereo unspecified)
  2%[46.1 µM], 3%, ?, ?, 5%, 1%, 7%[38.3 µM], -0.8%
- CC(=O)c1cccc(NC(=O)CSc2nc(N3CCCCC3)nc(N3CCCCC3)n2)c1
  -40%, -7%, 4%, -3%, 10%, -2%, 13%, 1.3%
- O=C1CCCCCN1CP(=O)(O)CCc1ccccc1
  -18%[46.1 µM], ?, -4%, -1%, 1%, -4%, -2%[38.3 µM], -1.9%
- O=C(CSc1ncccn1)Nc1ccc(S(=O)(=O)N2CCCCC2)cc1
  -8%[46.1 µM], -7%, 1%, -16%, 4%, -3%, -26%[38.3 µM], -1.9%
- O=C1OCc2ccc(NC(=O)C3CCCCC3)cc21
  -1%[46.1 µM], -14%, 8%, -17%, 1%, -1%, 23%[38.3 µM], 0.0%
- O=C(NC(Cc1ccccc1)C(=O)O)c1ccccc1 (stereo unspecified)
  -17%[46.1 µM], -11%, ?, -6%, -3%, 1%, -6%[38.3 µM], 4.8%
- Nc1ccc2nn(-c3ccc(Cl)cc3)nc2c1
  -6%, ·, ?, 25%, -6%, ·, ·, -1.5%
- COc1cccc(C2c3c(oc4ccc(Cl)cc4c3=O)C(=O)N2c2cc(C)on2)c1OC (stereo unspecified)
  -21%[46.1 µM], -5%, -5%, -1%, 12%, 9%, 4%[38.3 µM], 2.2%
- COc1ccccc1CNS(=O)(=O)c1cccc(S(=O)(=O)N2CCOCC2)c1
  -14%[46.1 µM], 2%, 3%, -13%, -8%, 2%, -8%, -0.9%
- COc1ccccc1CN(Cc1cc2cc(C)cc(C)c2[nH]c1=O)Cc1nnnn1CC1CCCO1 (stereo unspecified)
  -14%[46.1 µM], -24%, -10%, i, 1%, -2%, 18%[38.3 µM], 0.0%
- CN1CCN(c2nc(-c3cc4ccccc4o3)cs2)CC1
  1%, 13µM*, -16%, -6%, 9%, -1%, 2%, 1.1%
- CCCCCOc1ccc(NC(=O)C(=O)NCCC2=CCCCC2)cc1
  -4%[46.1 µM], 2%, -6%, -10%, -11%, -2%, -11%[38.3 µM], 0.9%

An excerpt; rates above refer to the full screens.
